West Nile antiviral = West Nile virus antiviral activity, cell-based, CPE readout (AID 1621); CPE inhibition, % at 10 µM, or IC50 in µM where a hit was titrated; West Nile virus-infected cells, CPE inhibition; higher % means a stronger effect; 290,000 compounds, 0.02% hits; in the data active = a potency from the dose series; note: strong numbers were not always called active
HIV fusion peptide = cell-free HIV fusion peptide-binding blockers – biochemical, uHTS, fluorescence dequenching, primary screen (AID 1986); cell-free peptide binding, fluorescence dequenching, 30 min; higher % means a stronger effect; inhibition, % at 20 µM; hits with a dose series show IC50 in µM; 290,000 compounds, 0.3% hits; in the data active = inhibition mostly above about 52%, no sharp cut-off; inactive = mostly below about 76%; note: some results filed as inactive read as strong as hits
GPR35 arrestin U2OS = GPR35 antagonists blocking zaprinast-driven arrestin recruitment, primary screen, imaging, U2OS, beta-arrestin-GFP, zaprinast agonist (AID 2058); 290,000 compounds, 0.052% hits; inhibition, % at 10 µM, or IC50 in µM where a hit was titrated; U2OS GPR35 beta-arrestin-GFP translocation imaging, zaprinast antagonism; higher % means a stronger effect;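 active = inhibition of at least 50% with at least 30 cells and total cytoplasm GFP at most 10,000,000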
GPR55 LPI antagonism = GPR55 antagonists blocking LPI-driven arrestin recruitment, primary screen, imaging, U2OS, beta-arrestin-GFP, LPI agonist (AID 2013); U2OS GPR55 beta-arrestin-GFP translocation imaging, LPI antagonism; higher % means a stronger effect; one-dose inhibition, % at 10 µM; IC50 in µM for titrated hits; 290,000 compounds, 0.13% hits;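 active = spots per cell inhibited over 60%, with over 100 cells counted and total cytoplasm intensity under 500,000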;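 note: U2OS cells stably carrying GPR55 and arrestin-GFP stimulated by 5 µM LPI near EC80; imaged beta-arrestin-GFP aggregate spots per cell after agonist stimulation; plate controls were LPI-stimulated DMSO wells for no effect and DMSO wells without LPI for full effect; some results filed as inactive read as strong as hits; confirmed hits need IC50 under 10 µM and bright autofluorescent wells are also inconclusive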
KOR beta-arrestin-1 = kappa opioid receptor activators – cell-based, luminescence, uHTS, primary screen (AID 1777). 280,000 compounds, 0.02% hits. KOR beta-arrestin recruitment, luminescence; higher % means a stronger effect. activation, % at 10 µM; hits with a dose series show EC50 in µM; in the data active = activation above about 50%, passing the limit was not always enough; note: a part of the inactive calls stands beside numbers as strong as those of hits
GPR55 activation = GPR55 agonists via beta-arrestin recruitment, primary screen, imaging, U2OS cells, beta-arrestin-GFP redistribution (AID 1961) | U2OS GPR55 beta-arrestin-GFP redistribution imaging; higher % means a stronger effect | activation, % at 10 µM; hits with a dose series show EC50 in µM | 290,000 compounds, 0.048% hits;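 active = activation above 40% with more than 50 cells counted in the well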;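 note: U2OS osteosarcoma cells stably expressing GPR55 and beta-arrestin-GFP; plate controls were DMSO negative control for no effect and LPI positive control for full effect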
NOD1 inhibition = NOD1 signaling inhibitors, primary screen, cell-based, luminescence, uHTS (AID 1578); 290,000 compounds, 1% hits; one-dose inhibition, % at 4 µM; EC50 in µM for titrated hits; NOD1-driven NF-kB luciferase reporter cells, luminescence; higher % means a stronger effect; in the data active = inhibition mostly above about 36%, no sharp cut-off; inactive = mostly below about 34%;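 note: HEK-293T reporter cells stimulated with the NOD1 agonist gamma-tri-DAP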
NS5 inhibitors = Dengue-2 NS5 methyltransferase inhibitors, primary screen, biochemical, confirmation dose response (AID 588689). Dengue-2 NS5 methyltransferase capping enzyme assay, biochemical; higher % means a stronger effect. inhibition, % at 25 µM, or IC50 in µM where a hit was titrated. 340,000 compounds, 0.3% hits; in the data active = a potency from the dose series
KOR beta-arrestin-2 = KOR antagonists, beta-arrestin recruitment, cell-based, luminescence, uHTS (AID 1778). KOR beta-arrestin recruitment, luminescence, antagonist mode; higher % means a stronger effect. inhibition, % at 10 µM; hits with a dose series show IC50 in µM. 290,000 compounds, 0.091% hits; in the data active = inhibition above about 50%; note: strong numbers were not always called active
NS5 inhibitors pilot replicate = second read-out of NS5 inhibitors, no call of its own (marks repeat the call); inhibition, %; measured here: pilot screen replicate inhibition
Numbers without * were called inactive; . = no result given; & = joins results of further samples; [ ] = remark or other dose.

SMILES | West Nile antiviral | HIV fusion peptide | GPR35 arrestin U2OS | GPR55 LPI antagonism | KOR beta-arrestin-1 | GPR55 activation | NOD1 inhibition | NS5 inhibitors | KOR beta-arrestin-2 | others
CCOC(=O)C1(Cc2cccc(OC)c2)CCN(CC=C(C)C)CC1 | -1.5% | -0.3% | 16.3% | 10.1% | -4.9% | 0.6% | -8.5% | -0.6% | -22.3%
Cn1cc(C(F)(F)F)nc1-c1ccc(OCC(O)CNCCOc2ccc(O)c(C(N)=O)c2)cc1 (stereo unspecified) | 0.0% | 0.9% | 4.1% | 2.5% | -3.0% | -0.1% | -8.6% | 0.0% | 17.4%
O=C(CSc1ncn[nH]1)N1c2ccccc2Sc2ccccc21 | 0.0% | 0.4% | 20.2% | 3.9% | 6.1% | -0.1% | 1.0% | 3.5% | 7.7%
Cc1ccccc1SCC(=O)Nc1cccc(C#N)c1 | -0.6% | 8.4% | 18.9% | -2.3% | 0.5% | -0.1% | -13.3% | 1.6% | -16.1%
CCOc1ccc2[nH]c(=O)c(CN(Cc3ccco3)C(=O)c3ccc(Br)cc3)cc2c1 | 1.1% | -0.5% | 1.8% | -7.6% | -3.4% | -0.3% | 20.3% | 12.3% | -37.3%
CSc1ccc(/C=C/C(=O)c2ccc(NC(C)=O)cc2)cc1 | -0.1% | 0.6% | 27.2% | 5.1% | -2.2% | -0.3% | 4.7% | -1.4% | 6.9%
CCCn1c(N)c(N(C)C)c(=O)n(CC(=O)Nc2ccc(OC(F)(F)F)cc2)c1=O | -0.5% | 0.5% | 16.4% | -13.3% | -3.2% | -0.2% | -17.8% | 3.2% | 2.3%
CCOCC(=O)Nc1nc2ccc(OC)cc2s1 | 0.2% | -2.5% | -7.6% | 3.5% | -3.5% | -0.1% | 10.3% | 9.6% | 10.3%
O=C(OC(C(=O)NCc1ccc2c(c1)OCO2)c1ccccc1F)c1ccco1 (stereo unspecified) | 0.1% | -0.6% | 5.3% | 0.6% | 1.8% | 0.9% | -10.0% | -1.6% | -3.4%
Cc1nn(-c2nnc(C)c(=O)[nH]2)c(C)c1SCC(=O)Nc1ccc(C(C)C)cc1 | -0.2% | 0.4% | 1.0% | 5.7% | 2.0% | -0.2% | -7.5% | -7.5% | 2.8%
CCOC(=O)c1[nH]c(C)c(C(=O)N2CCN(c3ccc(OC)cc3)CC2)c1C | 0.0% | -2.0% | 12.5% | 7.4% | -3.4% | -0.3% | -4.5% | . | 17.7%
CCc1[nH]nc2c1C(c1ccsc1)C(C#N)=C(N)O2 (stereo unspecified) | 0.4% | 0.1% | -7.6% | -1.2% | -1.9% | 0.0% | 3.1% | 2.8% | -9.1%
COc1cnc(-c2ccccn2)nc1Oc1ccccc1Cl | -0.4% | -1.3% | 12.7% | 0.2% | -0.3% | -0.4% | 4.2% | 5.6% | -0.6% | NS5 inhibitors pilot replicate=-2.4
COc1ccc(OC)c(C(=O)COC(=O)CNC(=O)C2CCCCC2)c1 | 0.0% | 4.9% | 3.9% | -6.9% | -3.4% | 0.2% | -16.9% | -5.6% | -27.5%
O=C(NN1C(=O)C2C3CCC(O3)C2C1=O)c1ccco1 (stereo unspecified) | 0.3% | 2.7% | -1.8% | -0.1% | 0.1% | 0.1% | -15.9% | 0.0% | -8.5%
O=C(CCCn1c(=O)c2sccc2n(CC(=O)OCc2ccccc2)c1=O)NCc1ccco1 | -0.8% | -2.1% | -1.8% | -3.6% | -2.4% | 0.0% | -10.1% | -4.8% | 27.2%
CN1C2CCC1CC(OC(=O)c1c[nH]c3ccccc13)C2 (stereo unspecified) | 0.2% | 1.4% | 1.8% | -8.6% | 0.1% | 0.2% | -23.9% | -5.9%&-1.4% | -14.8%
Cc1ccc(C)c2[nH]c(=O)c(CN(Cc3ccco3)C(=S)NCC3CCCO3)cc12 (stereo unspecified) | -0.2% | 3.7% | -1.1% | 8.8% | 4.4% | 0.2% | -33.3% | -6.2% | 2.9%
COc1cc(C(=O)N2C[C@H]3CC[C@H]2C3)ccc1OC1CCN(C(C)=O)CC1 | -0.2% | 3.8% | -6.9% | 0.9% | 0.3% | -0.1% | -10.5% | 3.2% | -9.7%
OC1CCCN(Cc2ccccc2)C1 (stereo unspecified) | 0.4% | -2.1% | 2.0% | 0.6% | 1.7% | -0.2% | 5.4% | -2.0% | -58.8%
CCN1C(=O)C2C(c3cccc(F)c3)NC(CC)(C(=O)OC)C2C1=O (stereo unspecified) | -0.2% | 3.5% | -1.9% | 12.7% | -1.5% | -0.1% | -17.4% | 0.0% | -12.4%
O=C(N[C@@H](Cc1ccccc1)C(=O)NC1CC1)c1ccc(Cl)cc1 | -0.8% | -0.6% | 13.8% | 0.5% | 19.6% | 0.7% | 30.9% | -9.8% | -26.4%
Cc1cc(C)cc(NC(=O)CCN2C(=O)c3ccccc3C2=O)c1 | 0.1% | 0.1% | -13.6% | -5.8% | 3.0% | -0.2% | -9.7% | 1.3% | -3.9%
O=C(CSc1ncn[nH]1)Nc1ccnc2ccccc12 | -0.1% | -1.2% | -9.2% | -4.8% | -4.5% | -0.2% | 45.9% | 0.0% | 41.7%
CN(C(=O)CSc1nnc(Cc2ccccc2F)n1N)C1CCS(=O)(=O)C1 (stereo unspecified) | 0.0% | -0.3% | -5.8% | 11.7% | -4.6% | 0.0% | -4.1% | 3.8% | -23.7%
CCN1CCN(C(=O)CCN2C(=O)COc3ccc(C)cc32)CC1 | 0.0% | -1.0% | 6.6% | 8.4% | -2.2% | 1.1% | -0.2% | -8.4% | -3.2%
Clc1ccc2nc(CN3CCCCCC3)cn2c1 | -0.3% | 0.5% | -5.7% | -14.1% | 2.8% | -0.1% | 12.1% | -0.6% | -16.7% | NS5 inhibitors pilot replicate=0.9
CC(C)C1(C(C)C)OC(=O)c2ccccc21 | -0.1% | 1.6% | 5.6% | 12.9% | -1.8% | -0.1% | -21.6% | -3.2% | -11.8%
Oc1cccc(C=NCc2ccccc2)c1O | -0.2% | 32.2% | -7.4% | 5.4% | -5.6% | 0.3% | -27.1% | 56.1% | 42.2%
CCOC(=O)C1=C(CSc2nc3ccccc3s2)NC(=O)NC1c1ccc(OC)cc1 (stereo unspecified) | -0.5% | -2.2% | 13.8% | 10.8% | 2.2% | 0.5% | 67.5%* | -4.2% | 4.4%
COc1ccc(CN2CCSCC2)c(OC)c1C | -0.6% | 0.7% | 1.4% | 11.8% | -2.6% | -0.1% | 9.5% | 6.6% | -11.2%[20 µM]
Cc1cc(/C=C(\C#N)C(=O)N2CCCCC2)cc(C)c1O | 0.0% | 0.9% | -4.4% | -12.0% | -0.7% | -0.1% | 43.9% | -50.7% | 37.4%
CCN(CC(=O)N1CCOCC1)S(=O)(=O)c1ccc(Cl)cc1 | -0.1% | -0.3% | 5.6% | 7.0% | -6.1% | -0.1% | -26.9% | 1.9% | 9.8%
Cc1cccc(C)c1NC(=O)COc1ccc2c(C)c(Cc3ccccc3)c(=O)oc2c1C | -0.5% | -0.6% | -5.7% | 15.6% | 7.3% | -0.3% | -32.6% | 1.8% | 29.1%
O=C(NCC1CCCCC1)c1ccc(Cl)nc1 | 0.0% | -0.6% | 0.7% | -1.1% | -2.3% | 0.2% | -20.4% | -1.6% | 2.4%
CCOc1ccc2oc(C(=O)NC3CC(C)(C)NC(C)(C)C3)c(C)c2c1 | 0.8% | 0.2% | 8.7% | -3.7% | 6.7% | 0.1% | 5.0% | -6.2% | -57.3%
Cc1ccc(OCc2n[nH]c(=S)n2-c2ccc(Cl)cc2)cc1 | -0.2% | 2.1% | -5.8% | -14.5% | 0.8% | -0.2% | -12.0% | 4.2% | -29.4%[20 µM]
COc1ccc(OC)c(/C=N/N=C(\N)c2nonc2N)c1 | 0.1% | -2.9% | -8.1% | -3.2% | . | -0.2% | -5.8% | 7.8% | 5.5%
Cc1nc(-c2ccccc2)cc(=O)[nH]1 | 0.1% | -1.3% | -9.4% | -18.8% | -3.1% | 0.7% | -16.2% | -5.6% | -17.1%
Cn1c(NCC(O)c2ccccc2)nc2c1c(=O)n(Cc1ccc(Cl)cc1)c(=O)n2C (stereo unspecified) | -0.1% | -0.3% | -15.4% | 6.2% | 4.6% | -0.5% | -15.6% | -11.1% | -13.7%
Brc1csc2ncccc12 | 0.1% | -1.1% | -13.6% | 4.1% | . | -0.1% | -2.8% | 0.8% | 23.5%
O=c1[nH]c(CSc2nnnn2-c2ccccc2)nc2ccccc12 | -0.9% | 2.1% | 1.8% | 10.0% | -4.6% | 0.1% | -44.3% | 5.2% | -19.7%
COc1ccccc1NC(=O)CCCC(=O)OCC(F)(F)C(F)F | -0.2% | -2.6% | -6.6% | 4.9% | 1.7% | 0.2% | 3.3% | 0.7% | -25.2%
O=S(=O)(Nc1ncnc2scc(-c3ccc(F)cc3)c12)c1cc(F)ccc1F | -0.6% | 16.6% | -1.4% | 1.2% | -1.0% | 0.0% | 12.6% | 9.1% | -4.0%
Cc1ccc(NC(=O)C(=O)NCCN2CCN(S(C)(=O)=O)CC2)cc1C | -0.8% | -0.6% | 51.0% | 13.9% | 0.9% | -0.1% | -1.8% | -12.7% | -1.7%
CCOc1cc(-c2nc3ccccn3c2NCC2CCCO2)ccc1O (stereo unspecified) | 1.1% | -2.9% | -11.1% | 13.2% | -0.7% | 0.1% | -12.0% | -2.0% | 3.8% | NS5 inhibitors pilot replicate=-3.6
CN(c1ncc(C(F)(F)F)cc1Cl)n1cc(C(N)=O)c2ccccc2c1=O | -0.6% | 1.3% | 3.9% | -4.1% | -4.0% | 0.0% | -5.2% | 7.5% | -13.1%
Cc1nn(-c2ccccc2)c2sc(C(=O)N(CC(=O)NC3CCCC3)Cc3ccco3)cc12 | -0.2% | 0.7% | -8.1% | -8.6% | 3.2% | 0.5% | -7.7% | -9.4% | 4.9%
COc1ccccc1CNC(=O)CN(c1ccc(C)cc1)S(=O)(=O)c1c(C)n[nH]c1C | -0.1% | 1.1% | 2.5% | 1.2% | -1.5% | -0.2% | 8.2% | -9.7% | 2.9%
O=C(c1cc(=O)[nH]c2ccccc12)N1CCc2ccccc2C1 | 0.3% | -0.9% | -10.4% | -13.9% | -3.0% | -0.3% | -32.9% | -3.0% | 8.0%
C(=N\N=C\c1ccccc1)/c1ccccc1 | -0.1% | -1.1% | -1.9% | -13.7% | 3.3% | -0.7% | -9.1% | -8.7% | -15.8%
CCN(CC)S(=O)(=O)N1CCC(C(=O)NC2CCCC2)CC1 | -0.2% | -0.4% | 3.0% | 28.4% | -0.9% | 0.3% | . | -1.4% | -2.4%
CCCC/C(C)=N/NC(=O)NC1CCCCC1 | -0.3% | 1.2% | -4.8% | -3.6% | -1.4% | -0.1% | -19.4% | 3.6% | -19.6%

Screening data deposited in PubChem BioAssay by several laboratories.

This is a subset; count on the stated rates, not on these rows.
